EWS-Fli inh: EWS/Fli-driven NR0B1 reporter inhibitors, primary screen, A673 cells, NR0B1 luciferase, luminescence, MLPCN library; viability-normalised; inhibition, % at 12.6 µM; actives 0.67% (n = 350,000); AID 651661, 2012;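 active = mean inhibition of at least 50% after viability correction, with every replicate also passing that limit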;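 also: firefly luciferase signal divided by Alamar Blue viability fluorescence both relative to DMSO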
miR122 inh: miR-122 Renilla sensor signal increase in Huh7, primary screen, miR-122 inhibitor project, cell-based, single point, plate reader; Huh7 miR-122 Renilla luciferase sensor, 48 h; neutral wells = 0, positive control = 100; activation (reporter increase), % at 12.5 µM; actives 0.3% (n = 340,000); AID 602342, 2012;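 active = mean replicate activation score at least 90 and every replicate individually at or above 90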;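 also: higher luciferase means less miR-122 activity so hits act as miR-122 inhibitors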
PAX8 inh HTS: inhibitors of PAX8-driven TPO luciferase reporter, primary screen, RMG-I cells, single concentration | SteadyGlo, 24 h | inhibition, % at 12.6 µM | actives 1.2% (n = 360,000) | AID 652154, 2013;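 active = mean replicate inhibition at least 60% with every replicate also reaching 60%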;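 also: luciferase light reporting Pax8 driven TPO promoter activity; plate controls were median of neutral control wells for no effect and mitoxantrone controls for full effect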
FN deposition inh: inhibitors of fibronectin matrix deposition, primary screen, AH1F cells, Alexa488-fibronectin fluorescence, plate reader; actives 0.086% (n = 350,000); AH1F fibroblasts, overnight; AID 743247, 2014; inhibition, % at 12.6 µM;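 active = mean inhibition across replicates of 30% or more, regardless of how many single replicates reach that level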;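 also: positive control wells lacked labelled fibronectin entirely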
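Material: AH1F fibroblast monolayer depositing Alexa488-labelled fibronectin into matrix / Amount: 10000 AH1F cells per well / Signal: fluorescence 485/525 nm / Medium: DMEM, 2% serum / Compound: single dose, pinned / Incubation: 1 h cell adhesion before compound, then overnight fibronectin incubation / Reagent: Alexa488-FN, 24 nM final / Read-out: inhibition of fibronectin deposition signal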
Cneo AK release: Cryptococcus neoformans cell lysis inducers, primary screen, AK release luminescence, single concentration | C. neoformans lysis, adenylate kinase release luminescence, 4 h; normalised: neutral wells 0, clomiphene wells 100 | lysis activity, % at 15 µM | actives 0.2% (n = 360,000);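 active = mean lysis activity across replicates of at least 80%, whatever share of replicates individually reach that level; inactive = mean lysis activity below 80%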
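Material – log-phase Cryptococcus neoformans yeast cells · Input – 5 × 10^6 yeast cells/mL · Medium – fresh YPD growth medium · Doses – single compound concentration per well · Timing – static 4 h at 37 °C with compound, 1 h detection · Detection – adenylate kinase release luminescence · Read-out – signal increase indicating cell lysis · Control set – Clomiphene as positive lysis control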
PGC1a acetyl inh: inhibitors of PGC1a acetylation signal, primary screen, cell-based, U2OS, AlphaScreen, inhibitor mode; AlphaScreen anti-acetyl-lysine; with virally co-expressed GCN5 acetyltransferase; inhibition, % at 15.6 µM; actives 0.17% (n = 350,000);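 active = every replicate shows inhibition of at least 40%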;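 also: 0% = neutral control wells and 100% = positive control wells; some results beyond the cut were filed as inactive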
Casp6 inh: human caspase-6 inhibitors, primary screen, biochemical, VEID-R110 fluorescence, single point, set 2; actives 0.53% (n = 350,000); purified caspase-6, Z-VEID-R110 cleavage fluorescence; P55212; inhibition, % at 12.5 µM; AID 686996, 2013;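 active = mean inhibition across replicates at least about 35%, with every replicate also reaching that limit, limit read from the data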;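 also: 0% = median of neutral control wells and 100% = no fluorescence left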
Target sequence (P55212 24-179 limits assumed): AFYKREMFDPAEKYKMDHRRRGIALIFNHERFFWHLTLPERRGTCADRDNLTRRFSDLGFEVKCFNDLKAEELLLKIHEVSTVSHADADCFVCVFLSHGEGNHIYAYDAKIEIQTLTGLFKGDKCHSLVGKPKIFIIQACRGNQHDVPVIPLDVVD
Target sequence (P55212 194-293 limits assumed): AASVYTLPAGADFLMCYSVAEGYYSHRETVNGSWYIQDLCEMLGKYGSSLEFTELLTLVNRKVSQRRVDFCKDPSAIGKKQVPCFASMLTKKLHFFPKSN
LGR2 antag: inhibitors of bursicon-induced LGR2 CRE-luciferase signal, primary screen, cell-based, HEK293, CRE-luciferase reporter, bursicon stimulation; actives 0.35% (n = 380,000); inhibition, % at 9.99 µM; AID 720647, 2013; bursicon-stimulated, 4 h; Drosophila bursicon receptor LGR2 (rickets);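 active = drop in luminescence signal, shown as inhibition above about 50% in the replicate tests, limit read from the data, passing the limit was not always enough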;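 also: agonist challenge used bursicon conditioned medium at about half maximal strength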
* = called active by the depositor; nt = no result given; [ ] = remark or other dose. Compounds as they come; 2.5% or so of the library scored in one or more.

Values run as follows: EWS-Fli inh, miR122 inh, PAX8 inh HTS, FN deposition inh, Cneo AK release, PGC1a acetyl inh, Casp6 inh, LGR2 antag
1) C/C=C/c1cnc2c(c1)C(=O)N([C@H](C)CO)C[C@@H](C)[C@@H](CN(C)S(=O)(=O)c1ccccc1F)O2
→ 0, 78[16.7 µM], -12, nt, 4, -13, -7, 0
2) Cc1occc1-c1n[nH]c(=S)n1CC(C)C
→ nt, -3, -4, 3, 0, 11, nt, nt
3) COc1ccc(CN2C[C@H](O)COC[C@@H]3O[C@@H](CC(=O)NCCN4CCCC4)CC[C@H]32)cc1
→ -6, -6[16.7 µM], -2, -1, 1, 9, nt, 0
4) C[C@H](CO)N1C[C@H](C)[C@@H](CN(C)Cc2ccc(-c3ccccc3)cc2)Oc2c(NC(=O)Nc3cccc4ccccc34)cccc2C1=O
→ 9, -1[16.7 µM], nt, nt, nt, -11, nt, -5
5) CO[C@H]1CN(C)C(=O)c2cc(NC(C)=O)ccc2OC[C@@H](C)N(Cc2ccc(F)cc2)C[C@@H]1C
→ 3, -8[16.7 µM], nt, nt, -2, -7, -1, -11
6) O=C(Nc1cccc(C(F)(F)F)c1)c1cc(-c2cccs2)on1
→ nt, -10, nt, 5, 1, -3, nt, nt
7) Cc1cccc(C)c1NC(=O)c1cc(S(=O)(=O)N2CCc3ccccc32)cn1C
→ -8, -1, -15, -4, 3, -2, 0, 8
8) C=C(C)CNC(=O)CCc1nnc(C2(c3ccc(Cl)cc3)CCC2)o1
→ -51, nt, -57, -7, nt, nt, 2, -28
9) CCc1ccccc1NC1=CC(=O)CC(C)(C)C1
→ -10, nt, 4, 2, nt, -1, -1, 0
10) O=C(NC1CCN(S(=O)(=O)c2ccccc2)CC1)C1CCCCC1
→ -2, -15, nt, nt, 0, 11, 3, 14
11) Cc1csc(NC(=O)CSCC(=O)O)c1-c1nc2ccccc2s1
→ 12, nt, 9, -5, nt, -2, -1, 5
12) C[C@@H]1CCCCO[C@@H](CN(C)S(=O)(=O)c2ccccc2)[C@H](C)CN([C@H](C)CO)C(=O)c2cc(NC(=O)c3ccccc3)ccc2O1
→ 9, -5[16.7 µM], 3, 2, -3, -40, 2, 4
13) COc1ccccc1OCCCn1c(=O)oc2ccc(C)cc21
→ nt, 6, nt, -4, 1, 6, nt, nt
14) CCC(=O)N[C@H]1C=C[C@@H](CC(=O)NCC2CC2)O[C@@H]1CO
→ 1, nt, nt, -8, nt, nt, 6, -17
15) O=C(C[C@@H]1C=C[C@H](NS(=O)(=O)c2ccc(F)cc2)[C@@H](CO)O1)NCc1ccc(Cl)c(Cl)c1
→ 3, nt, 21, nt, 1, 1, 0, 9
16) CCC(c1nc2ccccc2c(=O)n1-c1cccnc1)N1C(=O)c2ccccc2C1=O (configuration not stated)
→ 5, -1, nt, nt, 3, 3, 4, -4
17) C[C@H]1CN([C@@H](C)CO)C(=O)c2cccc(NS(=O)(=O)c3ccccc3)c2O[C@H]1CN(C)S(=O)(=O)c1ccc(Cl)cc1
→ 1, 10[16.7 µM], 21, nt, 3, -3, nt, -8
18) C/C(=N\NC(=O)c1cc(-c2cccnc2)nc2ccccc12)c1ccccc1O
→ -49, 10, 30, 7, -3, nt, -4, 8
19) O=C(CCCc1nc2ccccc2s1)NCc1ccc(F)cc1
→ nt, -3, 0, 14, nt, -1, nt, 22
20) CC(C)S(=O)(=O)N1CCN(c2ccnc3cc(Cl)ccc23)CC1
→ 0, 3, 23, -2, -2, 6, -1, 5
21) NS(=O)(=O)c1cc(C(=O)N2CCNC(=O)C2)ccc1Cl
→ 4, -1, -9, -4, nt, 4, -8, 1
22) COc1cc(C)c2c(c1C=O)Oc1c(c(C)c(O)c3c1C(O)OC3=O)OC2=O (configuration not stated)
→ 4, 0, nt, nt, 0, -6, 78*, 12
23) COc1ccc(S(=O)(=O)N(C)C[C@H]2OCCCC[C@@H](C)Oc3ccc(NS(=O)(=O)c4ccccc4)cc3C(=O)N([C@@H](C)CO)C[C@@H]2C)cc1
→ -1, 39[16.7 µM], 2, -5, -4, -8, 3, 11
24) CN1C(=S)SC2CS(=O)(=O)CC21 (configuration not stated)
→ 4, -1, 16, 6, 0, 4, 0, 5
25) CCCC(=O)N1CCC2(CC1)CN(Cc1nccs1)[C@@H](CO)c1[nH]c3cc(OC)ccc3c12
→ -1, nt, 14, nt, nt, -5, nt, -12
26) CSc1n[nH]c2nc3c(c(=O)n12)C1(CCCCC1)Cc1ccccc1-3
→ -6, 0, -5, -4, 3, -1, 0, 35
27) Cc1ccc(CN2CCN(CCCc3ccccc3)CC2CCO)cc1 (configuration not stated)
→ 2, 0, -13, -17, -2, -5, 2, -1
28) CCOc1ccccc1Nc1nnc(SCc2ccc(C(=O)OC)o2)s1
→ nt, -9, -9, 4, 3, -8, nt, nt
29) O=C(O)C1CCN(C(=O)CCc2ccccc2)CC1
→ 5, nt, 17, -2, nt, nt, 2, 3
30) O=C(C[C@H]1C[C@H]2c3cc(NC(=O)C4CCOCC4)ccc3O[C@H]2[C@H](CO)O1)NCc1ccccc1
→ 6, 5[16.7 µM], -8, -28, -8, 14, -1, -9
31) CCCCN(C(=O)CN1C(=O)C2CC=CCC2C1=O)c1c(N)n(CCC)c(=O)[nH]c1=O (configuration not stated)
→ nt, -11, -10, nt, 4, 2, nt, nt
32) O=C(COC(=O)C1=COCCO1)NC1CCCCC1
→ 6, nt, -16, 4, nt, nt, 5, -1
33) CN1c2ccc(C3=CCCCC3)cc2[C@H]2[C@H](CCN2C(=O)NC2CCCCC2)[C@@H]1CO
→ -3, -6[16.7 µM], 77*, -1, -7, -6, nt, -3
34) COc1ccc2oc(C(=O)OCC(=O)Nc3cccc(S(=O)(=O)N4CCOCC4)c3)c(C)c2c1
→ -3, 2, -3, -3, 1, 5, 3, -1
35) Fc1ccc(-c2cc(-c3ccccc3)nc(-n3cccn3)n2)cc1
→ 18, nt, -18, 4, 37, nt, 0, 17
36) COc1ccc(NC(=O)Nc2cccc3c2O[C@@H](CN(C)Cc2ccc(Oc4ccccc4)cc2)[C@H](C)CN([C@@H](C)CO)C3=O)cc1
→ -9, 7[16.7 µM], -8, nt, -2, 2, 1, 21
37) Cc1ccccc1NC(=O)CC1S/C(=N/c2nccs2)N(C)C1=O (configuration not stated)
→ nt, -1, 8, 0, 2, 8, nt, nt
38) Cc1cc(N2CCN(CC(C)(C)O)C[C@H]2C)ccc1N1CCN(Cc2ccccc2)[C@@H](C)C1
→ 8, nt, 18, -3, nt, nt, -6, 2
39) CCCN(C)C[C@@H]1Oc2ncc(-c3cccnc3)cc2C(=O)N([C@H](C)CO)C[C@@H]1C
→ -16, 11[16.7 µM], nt, 4, 7, 12, -5, 2
40) COC(=O)c1ccc(NC(=O)c2cccc(NC(=O)c3ccccc3)c2)cc1
→ -15, 7, 10, -7, -1, -1, 0, -10
41) CC1(C(=O)NCc2ccc3c(c2)OCO3)CCN1C(=O)Cc1cccc2ccccc12 (configuration not stated)
→ 8, 1, 13, 4, 0, 0, nt, -5
42) C[C@@H]1CCCCO[C@@H](CN(C)C(=O)c2ccncc2)[C@H](C)CN([C@H](C)CO)C(=O)c2cc(NS(=O)(=O)c3ccc(Cl)cc3)ccc2O1
→ 2, 0[16.7 µM], -9, 13, -4, -14, -1, 0
43) COC(=O)[C@@]1(Cc2ccc(F)cc2)[C@H]2c3cc(C(=O)N(C)C)n(C)c3C[C@H]2CN1C(=O)c1ccccc1
→ 3, nt, 3, 0, nt, nt, 2, -3
44) CCc1nnc(NC(=O)Cc2ccc(OC)cc2)s1
→ nt, -6, -6, -8, 0, 6, nt, nt
45) NC(=O)c1cc2cc(Cl)ccc2oc1=Nc1cccc(C(F)(F)F)c1
→ 5, -7, 24, -2, 0, 6, -1, -4
46) CCCNC(=O)[C@@H]1[C@@H](CO)[C@@H]2Cn3c(cccc3=O)[C@H]1N2C(=O)NCCC
→ -4, 1[16.7 µM], -14, nt, -3, nt, 3, 3
47) COc1ccc(CN(C)C[C@H]2Oc3ccc(NS(=O)(=O)c4cn(C)cn4)cc3CC(=O)N([C@H](C)CO)C[C@H]2C)cc1
→ 0, 1[16.7 µM], 13, -6, -1, -3, 0, -14
48) CC(=O)N(C)C[C@H]1Oc2cc(-c3ccccc3)ccc2S(=O)(=O)N([C@H](C)CO)C[C@H]1C
→ 4, -19[16.7 µM], 2, -4, 2, 2, 7, -7
49) CCOc1ccc(NC(=O)CN(C)C(=O)CCc2nc3ccccc3c(=O)[nH]2)cc1OCC
→ -11, nt, -3, 7, 1, 6, 0, 16
50) Cc1nc(Nc2ccccc2)sc1C(=O)Nc1ccccc1
→ -51, nt, -33, 3, nt, nt, 1, -49
51) COc1ccc(C(CNC(=O)c2ccc3c(c2)C(=O)N(CCC(C)C)C3=O)N2CCOCC2)cc1 (configuration not stated)
→ nt, -7, 16, -3, 0, 5, nt, nt
52) CCCCn1cnc2c(SCc3ccc(Cl)cc3)nc(N)nc21
→ -13, 5, -14, 5, -2, -9, -3, nt
53) C[C@H](CO)N1C[C@H](C)[C@@H](CN(C)S(=O)(=O)c2cccc(F)c2)Oc2cc(C#CCN(C)C)ccc2S1(=O)=O
→ 24, 14[16.7 µM], 15, -6, -3, -4, 0, -10
54) NC(=O)c1cccc(C(N)=O)n1
→ 1, 1, -10, -7, 1, 0, 3, 6
55) O=C(NCCCN1CCCC1=O)C(=O)NCC1OCCN1S(=O)(=O)c1cc(F)ccc1F (configuration not stated)
→ 9, -3, 0, 0, 1, -4, 7, -14
56) CCOC(=O)c1cn(Cc2cccc(Cl)c2)c2cc(C)nn2c1=O
→ 3, nt, -3, -5, nt, nt, -3, -1
57) FC(F)(F)c1cnc2c(-c3ccccc3)n[nH]c2c1
→ -90, 2, -56, 0, nt, -6, -4, -59
58) O=C1CCN(Cc2ccccc2)N1
→ -3, -3, 22, -6, 0, nt, 1, -14
59) Cc1c(/C=N\NC(=O)c2csc3ccccc23)cnn1C
→ nt, 5, -8, -1, -1, 1, nt, nt
60) CC(=O)c1c(Nc2cccc(F)c2)oc(C)cc1=O
→ -14, -2, 14, 9, -4, 6, -3, -5
61) O=S(=O)(c1ccc2c(c1)oc1ccccc12)N1CCOCC1
→ nt, 16, -9, nt, -1, 2, nt, nt
